# Platelet DG rel = platelet dense granule release activity; human platelet-rich plasma, SFLLRN dense granule ATP release, luminescence; inhibition, %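 (compounds screened at 7.5 µM in platelet-rich plasma)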; 0.22% of 300,000 active; AID 1663;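 active = mean replicate score, as percent of positive control, at or above 50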
# MrgX1 PAM = allosterically activates human MrgX1 receptor signaling; Q96LB2; MrgX1-HEK293, Fluo-4 calcium flux, FDSS; stronger effect = higher value; B-score at 10 µM; 0.63% of 310,000 active;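 active = plate-corrected calcium response at least 3 library SD above typical, normal starting fluorescence, not activating the receptor alone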;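 note: compound read alongside a low EC10 to EC30 dose of BAM8-22 agonist; peak minus trough fluorescence over baseline measured at the second addition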
# SKKanGAS inh = SKKanGAS growth inhibition. S. pyogenes SKKanGAS, kanamycin growth, BacTiter-Glo, 6 h. inhibition, % at 7.5 µM. 1.3% of 300,000 active. AID 1662;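 active = mean replicate score, as percent of positive control median, at least 50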;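 note: strain carries kanamycin resistance gene driven by streptokinase promoter and grows in 40 µg/ml kanamycin; loss of luminescence reflects streptokinase promoter inhibition or plain growth inhibition; 0% = median of DMSO wells and 100% = positive control at its reference dose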
# HIF act = HIF pathway transcriptional activation; U2OS HRE-luciferase reporter, luminescence; normalized: DMSO 0%, desferrioxamine 100%; activation, % at 7.5 µM (by protocol); 0.32% of 300,000 active; AID 1910;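 active = mean activation of at least 10% of the iron chelator positive control signal, with at least half of replicates also reaching 10%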
# RGS4 inh = inhibitors of human RGS4; P49798; HEK293 M3R/RGS4 inducible, Fluo-4 calcium flux; stronger effect = higher value; triggered by carbachol at its EC20; B-score at 10 µM; 0.45% of 310,000 active;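 active = B-score, a plate-corrected calcium signal, over three deviations above library mean, with baseline fluorescence within five deviations of library mean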;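 note: RGS4 expression induced by doxycycline in cells with stable M3 receptor; B-score is computed from the integrated fluorescence ratio over baseline after carbachol; higher B-score means a larger calcium signal and so more RGS4 inhibition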
# TRPC4 block = inhibitors of mouse TRPC4 channel. B-score at 10 µM. HEK293 TRPC4beta/mu-opioid, DAMGO-evoked Fluo4 calcium flux; stronger effect = lower value. 0.39% of 300,000 active. AID 2247;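 active = B-score over 3 SD under the library average, no early fluorescence shift, positive overall ratio signal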
# Target sequence (Q9QUQ5 whole entry, looked up): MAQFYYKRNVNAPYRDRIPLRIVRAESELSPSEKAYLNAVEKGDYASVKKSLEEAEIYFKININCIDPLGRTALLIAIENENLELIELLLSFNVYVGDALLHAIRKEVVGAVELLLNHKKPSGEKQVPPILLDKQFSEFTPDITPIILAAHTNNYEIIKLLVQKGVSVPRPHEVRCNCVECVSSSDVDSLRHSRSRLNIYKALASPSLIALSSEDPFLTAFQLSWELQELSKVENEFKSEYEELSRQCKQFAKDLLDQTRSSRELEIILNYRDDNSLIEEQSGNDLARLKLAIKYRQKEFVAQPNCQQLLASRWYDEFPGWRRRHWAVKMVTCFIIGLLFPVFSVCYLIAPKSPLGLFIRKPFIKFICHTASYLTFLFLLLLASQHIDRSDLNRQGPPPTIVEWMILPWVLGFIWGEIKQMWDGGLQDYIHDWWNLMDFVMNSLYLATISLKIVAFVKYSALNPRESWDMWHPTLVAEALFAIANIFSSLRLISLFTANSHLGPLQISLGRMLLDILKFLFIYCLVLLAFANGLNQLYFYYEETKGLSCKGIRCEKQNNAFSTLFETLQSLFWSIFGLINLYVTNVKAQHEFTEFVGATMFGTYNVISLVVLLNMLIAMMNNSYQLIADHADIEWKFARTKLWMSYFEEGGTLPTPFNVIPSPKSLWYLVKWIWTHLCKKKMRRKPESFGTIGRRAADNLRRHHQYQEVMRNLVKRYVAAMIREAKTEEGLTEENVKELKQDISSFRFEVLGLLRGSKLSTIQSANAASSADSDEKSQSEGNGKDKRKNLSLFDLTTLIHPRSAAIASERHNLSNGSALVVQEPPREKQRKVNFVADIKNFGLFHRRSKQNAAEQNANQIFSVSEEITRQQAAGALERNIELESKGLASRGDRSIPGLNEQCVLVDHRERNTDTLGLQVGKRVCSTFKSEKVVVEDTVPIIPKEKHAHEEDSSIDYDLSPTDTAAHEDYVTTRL
#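 Signal: kinetic Fluo4 fluorescence imaging of calcium influx. Material: stable TRPC4beta/mu-opioid receptor HEK293 cells. Probe or stimulus: DAMGO in two steps, submaximal then maximal.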
# MrgX1 agonist = human MrgX1 receptor agonism, primary screen | Q96LB2 | MrgX1-HEK293 cells, Fluo-4 calcium fluorescence, agonist mode; stronger effect = higher value | B-score at 10 µM | 0.44% of 310,000 active;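 active = calcium response B-score plate-corrected fluorescence ratio at least 3 library SD, with starting fluorescence B-score inside 5 SD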
#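 Assay system: MrgX1-expressing HEK293 cells / Amount: fifteen thousand cells per well / Doses: test compound in the initial addition of three / Timing: cells plated overnight, dye loaded 0.5 h 37 °C, 0.5 h room temperature / Technique: kinetic calcium dye fluorescence, Fluo-4 NW / Control set: positive and negative controls per plate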
# TRPC6 act = activators of mouse TRPC6 channel. Q61143. HEK293-TRPC6 membrane potential dye fluorescence; stronger effect = higher value. B-score at 10 µM. 0.13% of 310,000 active. AID 2550;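 active = B-score of the integrated fluorescence ratio above library mean plus 3 SD, and starting fluorescence ratio within library mean plus 5 SD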;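 note: higher score means more depolarization so channel activation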
# TRPC6 inhibitor = mouse TRPC6 channel inhibition. 1.1% of 310,000 active. HEK293-TRPC6, membrane potential dye, ACh-evoked depolarization; stronger effect = lower value. B-score at 10 µM;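 active = B-score under library mean minus 3 SD, initial fluorescence not abnormally high, positive integrated signal ratio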;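 note: B-score derived from integrated fluorescence ratio over the kinetic read; more negative B-score means stronger inhibition of depolarization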
# RGS4 act = RGS4 potentiation or activation | 0.92% of 310,000 active | B-score at 10 µM | HEK293 M3R/inducible RGS4, carbachol calcium flux Fluo4; stronger effect = lower value;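 active = B-score of the integrated calcium signal more than 4 SD below the library mean, with starting fluorescence not abnormally high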;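 note: negative B-score means reduced calcium response which marks RGS4 activation or potentiation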
#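 test system = M3R-expressing HEK293 line, RGS4 induced by doxycycline | probe or stimulus = carbachol at ECmax as muscarinic agonist stimulus | timing = dye loading 30 min 37 °C, buffer rest 30 min RT | signal = calcium dye Fluo4 fluorescence | evaluation = B score from integrated fluorescence ratio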
# MrgX1 antag = antagonists of human MrgX1 receptor; 1.3% of 310,000 active; B-score at 10 µM; MRGX1-HEK293 calcium flux, Fluo-4, BAM8-22 antagonism; stronger effect = lower value; Q96LB2;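 active = calcium-response B-score plate-corrected more than 3 library SD below zero, starting fluorescence within 5 deviations, no agonist response on first addition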;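 note: peak minus trough fluorescence over baseline after final BAM8-22 challenge near maximal dose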
# Starred values were filed as active, the others as inactive; i = inactive; . = no result given; & = joins results of further samples.
molecule	RGS4 act	TRPC6 inhibitor	RGS4 inh	MrgX1 agonist	Platelet DG rel	HIF act	MrgX1 antag	TRPC6 act	MrgX1 PAM	SKKanGAS inh	TRPC4 block
COc1ccc(CC(C#N)(CO)c2nc3ccccc3[nH]2)cc1 (configuration not stated)	i	i	i	i	6	2.0	i	i	i	-4	i
Cc1ccc(C(=O)NNC(=S)NC(=O)c2ccc(Cl)cc2Cl)cc1	i	i	i	131*	9	-0.2	i	i	i	98*	i
Cc1c(O)ccc2c(CN3CCOCC3)cc(=O)oc12	i	i	i	i	17	.	i	i	i	-1	i
CCOc1ccc(NC(=O)CSc2nnc(COc3c(C)cccc3C)o2)cc1	i	i	i	i	2	-0.2	i	i	i	-8	i
CS(=O)(=O)Nc1cccc(-c2cnc3ccccc3n2)c1	i	i	i	i	3	4.8	i	i	i	0	i
COc1ccc2cc(C(=O)N3CCN(C)CC3)[nH]c2c1	i	i	i	i	4	3.3	i	i	i	4	i
COc1cc(C(=O)NCC(=O)N/N=C/c2ccc(-c3ccc([N+](=O)[O-])cc3)o2)cc(OC)c1OC	i	i	i	i	11	0.3	i	i	i	7	i
COc1ccc(CNC(=O)Cn2ncn3cccc3c2=O)cc1	i	i	i	i	4	0.7	i	i	i	3	i
O=C1C2C3C=CC(C3)C2C(=O)N1c1ccc(Cc2ccncc2)cc1 (configuration not stated)	i	i	i	i	-10	3.0	i	i	i	-6	i
CCCOc1ccc(C(=O)NNC(=O)CCNC(=O)c2ccccc2Cl)cc1OC	i	i	i	i	7	0.0	i	i	i	-6	i
Cc1cccc(NC(=O)CCS(=O)(=O)c2ccc3c(c2)NC(=O)CS3)n1	i	i	i	i	-7	-0.2	i	i	i	-3	i
COc1ccc(C(CNC(=O)C(CCSC)NC(=O)c2ccccc2Cl)N2CCOCC2)cc1 (configuration not stated)	i	i	i	i	-1	-0.2	i	i	i	0	i
CC(C)=CCC/C(C)=C/CC/C(C)=C/CC/C(C)=C/CC1=C(C)C(=O)c2ccccc2C1=O	i	i	i	i	-10	0.3	i	i	i	19	i
CCc1c(C)nc2ncnn2c1N1CCC(C(=O)Nc2ccc(C)cc2)CC1	i	i	i	i	-1	-0.1	i	i	i	6	i
CCc1ccc(-c2ccc(SCC(=O)NCC3CCCO3)nn2)cc1 (configuration not stated)	i	i	i	i	-1	2.5	i	i	i	1	i
CCOc1c(Cl)cc(C2NC(=O)NC(C)=C2C(=O)NCc2ccccc2)cc1OC (configuration not stated)	i	i	i	i	10	0.2	i	i	i	-6	i
CCCOc1ccc(N2C(=O)CC(N3CCC(C(=O)OCC)CC3)C2=O)cc1 (configuration not stated)	i	i	i	i	-7	-0.5	i	i	i	13	i
O=C1N/C(=C\c2ccsc2)C(=O)N1Cc1ccc(F)cc1	i	i	i	i	11	-0.8	i	i	i	1	i
CN(/C(=N\S(=O)(=O)c1ccccc1)c1ccccc1)c1ccc(O)cc1	i	i	i	i	-8	-0.1	i	i	i	-9	i
COc1ccc(CCNC(=O)CSc2ccc(-c3cccs3)nn2)cc1OC	i	i	i	i	8	-0.2	i	i	i	-5	i
Cc1cc(-c2ccc(Cl)cc2)c(C#N)c(N)n1	i	i	i	i	-13	-0.4	i	i	i	-5	i
COCCNC(=O)c1csc(Nc2cccc3ccccc23)n1	i	i	i	i	3	-0.9	i	i	i	-5	i
CC(C)CCOC(=O)C(C)Sc1n[nH]c(=O)[nH]c1=O (configuration not stated)	i	i	i	i	2	-1.0	i	i	i	-4	i
COc1ccc(-c2cn3cc(C)ccc3n2)cc1F	i	i	i	i	5	-1.5	i	i	i	-18	i
Cc1nn(C)c2ncc(C(N)=O)c(Oc3cccnc3)c12	i	i	i	i	-3	-0.5	i	i	i	-2	i
Cc1nc2ccc(N=NC3=C(O)CCCC3=O)cc2s1	i	i	i	i	7	5.4	i	i	i	6	i
c1ccc(CN2CCN(c3nc(NCc4ccco4)c4ccccc4n3)CC2)cc1	i	i	i	i	-1	-0.4	i	i	i	1	i
O=C(Cc1cc(=O)[nH][nH]1)N/N=C/C=C/c1ccccc1	i	i	i	i	-5&-21	0.3&-0.1	i	i	i	-12&-2	i
CCOC(=O)C1=C(C)N(C)C(=O)NC1c1cccc(O)c1 (configuration not stated)	i	i	i	i	2	0.0	i	i	i	-1	i
COc1cccc(Cn2c(=S)[nH]c3ccc(N4CCOCC4)cc3c2=O)c1	i	i	i	i	1	0.6	i	i	i	-3	i
CCNC(=S)N1CCc2ccccc2C1	i	i	i	i	-6	0.2	i	i	i	-6	i
Cc1cc(C)c2c(=O)[nH]n(C3CCOC(C)(C)C3)c2n1 (configuration not stated)	i	i	i	i	11	0.3	i	i	i	0	i
CC1Cc2cc(/C(O)=C3/C(=O)C(=O)N(CCN4CCOCC4)C3c3ccc([N+](=O)[O-])cc3)ccc2O1 (configuration not stated)	i	i	i	i	2	0.6	i	i	i	4	i
O=C(CSc1nnc(-c2cccnc2)o1)NNC(=O)c1ccc(Br)cc1	i	i	i	i	2	0.2	i	i	i	0	i
Cc1cc2ncn(CCOc3ccccc3)c2cc1C	i	i	i	i	5	1.8	i	i	i	9	i
Cc1cc(NS(=O)(=O)c2cc(Cl)sc2Cl)no1	i	i	i	i	-3	-0.1	i	i	i	-3	i
COc1ccc(Br)cc1CNC(=O)Cn1nc(C)n2cccc2c1=O	i	i	i	i	3	0.0	i	i	i	11	i
CCN(Cc1ccccc1)S(=O)(=O)c1ccc(C(=O)Nc2nnc(-c3ccccc3OC)o2)cc1	i	i	i	i	0	-8.3	i	i	i	94*	i
CC(=O)Nc1cccc(/C(C)=N/NC(=O)c2cccs2)c1	i	i	i	i	-3	1.9	i	i	i	-5	i
Cc1cc(C)cc(N2C(N)=NC(N)=NC2c2ccccc2F)c1 (configuration not stated)	i	i	i	i	-1	-1.1	i	i	i	-5	i
O=C1CC(=O)NC(SCC(=O)Nc2ccccc2[N+](=O)[O-])=N1	i	i	i	i	-5	0.1	i	i	i	1	i
COc1cc(C(=O)Nc2ccc3c(c2)CCCN3C(=O)c2ccco2)c([N+](=O)[O-])cc1OC	i	i	i	i	3	-0.6	i	i	i	0	i
COC(=O)Cn1ccc2cc(S(=O)(=O)N3CCCCC3)ccc21	i	i	i	i	9	0.0	i	i	i	3	i
CC(C)[C@H](NS(=O)(=O)c1ccc(Cl)cc1)C(=O)OCC(=O)NCCN1C(=O)CSC1=O	i	i	i	i	-5	-0.4	i	i	i	-1	i
CCOc1cc(C(=O)CCC(=O)OCC(=O)Nc2ccc(C)c(S(=O)(=O)N(C)C)c2)ccc1O	i	i	i	i	2	0.1	i	i	i	-2	i
O=C(Nc1ccc2c(c1)OCO2)c1ccc(Cl)s1	i	i	i	i	3	2.5	i	i	i	5	i
CCOc1c(Cl)cc(CNC(C)(C)CC(C)(C)C)cc1OC	i	-5.1*	i	i	7	-0.1	i	i	i	1	i
Cc1ccc(C(=O)Nc2ncc3c(n2)CC(c2ccco2)CC3=O)cc1 (configuration not stated)	i	i	i	i	5	1.3	i	i	i	-6	i
CCOC(=O)C(C)NC(=O)C(NC(=O)C1CCC(CC)CC1)C(C)C (configuration not stated)	i	i	i	i	4	0.1	i	i	i	-2	i
O=C(CCN1C(=O)C2C3C=CC(C3)C2C1=O)N1CCN(c2cccc(Cl)c2)CC1 (configuration not stated)	i	i	i	i	2	-0.2	i	i	i	-3	i

# Further records.
molecule	RGS4 act	TRPC6 inhibitor	RGS4 inh	MrgX1 agonist	Platelet DG rel	HIF act	MrgX1 antag	TRPC6 act	MrgX1 PAM	SKKanGAS inh	TRPC4 block
O=C(O)CSc1nc(C(F)(F)F)cc(=O)n1-c1ccccc1	i	i	i	i	-6	-0.2	i	i	i	-5	i
CC(C)(C)OC(=O)NCCNC(=O)c1cccs1	i	i	i	i	-2	-0.1	i	i	i	4	i
CCOC(=O)c1cnc2c(-c3ccccc3)cnn2c1N	i	i	i	i	10	0.9	i	i	i	4	i
CN(C)C(=O)CSc1nnc(-c2cccnc2)n1-c1ccccc1	i	i	i	i	-14	-0.1	i	i	i	1	i
CS(=O)(=O)NCCNc1ccc(Cl)cc1[N+](=O)[O-]	i	i	i	i	-13	-0.2	i	i	i	1	i
Cc1cccc(-c2cc3c(N=O)c4ccccc4c-3n[nH]2)c1	i	i	i	i	42	0.3	i	i	i	29	i
COc1ccc(C2Nc3ccccc3NC3=C2C(=O)CC(C)(C)C3)c(OC)c1OC (configuration not stated)	i	i	i	i	5	-0.7	i	i	i	3	i
O=C(NCC12CC3CC(C1)CC(CNC(=O)N1CCCC1)(C3)C2)N1CCCC1	i	i	i	i	25	-0.8	i	i	i	4	i
CCn1c(-c2cc(-c3ccc(OC(C)C)cc3)nc3ccccc23)n[nH]c1=S	i	i	i	i	0	1.8	i	i	i	-2	i
O=C(CCN1C(=O)C2C3CCC(C3)C2C1=O)Nc1ccc(Br)cc1 (configuration not stated)	i	i	i	i	0	0.3	i	i	i	3	i

# Single values from the list.
# CN(C)C(=O)CSc1nnc(-c2cccnc2)n1-c1ccccc1 in HIF act = -0.1
# O=C(NCC12CC3CC(C1)CC(CNC(=O)N1CCCC1)(C3)C2)N1CCCC1 in Platelet DG rel = 25

# The list goes on.
molecule	RGS4 act	TRPC6 inhibitor	RGS4 inh	MrgX1 agonist	Platelet DG rel	HIF act	MrgX1 antag	TRPC6 act	MrgX1 PAM	SKKanGAS inh	TRPC4 block
NC(=O)/C(=C/c1ccco1)C(N)=S	i	i	i	i	8	-0.2	i	i	i	-2	i
CN1C(=O)[C@@H]2[C@H](C1=O)[C@@H]1C(=O)Nc3ccccc3C(=O)N1[C@@H]2c1cccc(Br)c1	i	i	i	i	0	0.2	i	i	i	-2	i
CCOP(=O)(OCC)C(Nc1ccc(OC)cc1)c1ccco1 (configuration not stated)	i	i	i	i	0	-0.9	i	i	i	2	i
Cc1nnsc1C(=O)N(Cc1ccccc1)C(C)C	i	i	i	i	0	-0.5	i	i	i	-3	i
O=C(CC(C(=O)O)c1ccccc1)c1cccs1 (configuration not stated)	i	i	i	i	20	-0.2	i	i	i	1	i
COc1ccc(S(=O)(=O)N2CCC(C(=O)NCCN3CCOCC3)CC2)cc1OC	i	i	i	i	20	0.0	i	i	i	3	i
